High-throughput results from PubChem BioAssay.
VIM-2 inhibitor: VIM-2 metallo-beta-lactamase inhibitors, primary screen, biochemical, epi-absorbance readout, Pseudomonas aeruginosa enzyme | purified VIM-2, nitrocefin hydrolysis, epi-absorbance fluorescence | hit rate 0.89% among 290,000 | inhibition, % at 5.6 µM;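 active = inhibition above the mean of all tested compounds plus 3 SD, cutoff set per screening run, cut at about 7.5% in these data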;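 also: red hydrolysis product quenches plate fluorescence so inhibitors raise well fluorescence; 0% = enzyme with DMSO and 100% = DMSO without enzyme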
UBC9 SUMO inh: inhibitors of in vitro SUMOylation cascade, primary screen, biochemical, HTRF, uHTS; SUMO-conjugating enzyme UBC9 (Homo sapiens), P63279; HTRF SUMOylation assay, SAE1/SAE2 + UBC9; inhibition, % at 35 µM; hit rate 0.36% among 290,000; in the data active = inhibition above about 50%, passing the limit was not always enough; also: strong numbers were not always called active
Target sequence (P63279 whole entry, looked up): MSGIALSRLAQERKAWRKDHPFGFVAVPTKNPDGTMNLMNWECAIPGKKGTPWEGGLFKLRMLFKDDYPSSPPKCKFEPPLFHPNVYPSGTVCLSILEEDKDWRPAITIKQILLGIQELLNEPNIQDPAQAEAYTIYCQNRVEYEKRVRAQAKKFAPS
DNA FID counter: compounds displacing fluorescent DNA intercalator, primary screen, artefact control for HCV NS3 helicase inhibitor project, biochemical, FID fluorescence. inhibition, % at 7.9 µM. hit rate 0.17% among 290,000. DNA fluorescent intercalator displacement; in the data active = inhibition above about 37%;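 also: 0% = vehicle and 100% = reference compound; higher means more ethidium bromide displaced from hairpin DNA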
PfM18AAP inh: PfM18AAP inhibitors, malaria aminopeptidase, primary screen, biochemical, QFRET, recombinant enzyme. M18 aspartyl aminopeptidase (Plasmodium falciparum 3D7). AID 1822, 2009. H-Glu-NHMec fluorogenic cleavage. hit rate 1.2% among 290,000. inhibition, % at 7.35 µM;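 active = inhibition above the campaign mean inhibition over all tested compounds plus 3 SD, cut at about 28% in these data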;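 also: 0% = plate median of test compound wells and 100% = 2 mM ZnCl2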
NALP1 yeast inh: NALP1 inflammasome inhibitors in reconstituted yeast, colorimetric, S. cerevisiae, triplicate retest | inhibition, % at 10 µM | hit rate 0.61% among 280,000 | S. cerevisiae NALP1/ASC/caspase-1 growth, X-gal OD620, 72 h; in the data active = inhibition mostly above about 24%, no sharp cut-off; inactive = mostly below about 32%; also: some compounds called inactive have numbers as strong as hits
MEKK2 WT-MEK5: modulators of MEK5 binding to wildtype MEKK2, primary screen, biochemical, multiplex bead flow cytometry, Alexa488-MEK5 | Alexa488-MEK5 binding to MEKK2 WT; actives lie on both sides | binding response (% of control), % at 10 µM | hit rate 1.1% among 290,000 | AID 1531, 2009; in the data active = binding response below about 67% or above about 130%
HCV NS3 hel inh: inhibitors of HCV NS3 helicase, primary screen, biochemical, Cy5 molecular beacon fluorescence | Hepatitis C virus NS3 helicase | NS3 helicase DNA unwinding | inhibition, % at 10.9 µM | hit rate 0.56% among 290,000 | AID 1800, 2009;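 active = inhibition above the mean of all tested compounds plus 3 SD, set per campaign, cut at about 35% in these data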;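 also: 0% = DMSO wells and 100% = thioflavine S control wells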
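Compound dosing – single dose, 10.9 µM nominal final, DMSO 0.8% final · System – NS3 helicase fragment of HCV · Buffer or medium – MOPS pH 6.5, MgCl2, DTT, Tween20, BSA · Signal – Cy5 beacon fluorescence read at start and 1 h · Also added – annealed dual-labelled DNA beacon duplex, ATP-started · Schedule – 1 h at 25 °C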
MEKK2 mut-MEK5: MEK5 binding signal on mutant MEKK2 PB1, primary screen, biochemical, multiplex bead flow cytometry, Alexa488-MEK5; hit rate 0.35% among 290,000; Alexa488-MEK5 binding to MEKK2 mutant; percent response, % at 10 µM; in the data active = percent response above about 24%, passing the limit was not always enough; also: inactives centre near 1; some results filed as inactive read as strong as hits
IMP-1 inh: IMP-1 metallo-beta-lactamase inhibitors, primary screen, biochemical, epi-absorbance readout, Pseudomonas aeruginosa enzyme; inhibition, % at 5.6 µM; purified IMP-1, nitrocefin hydrolysis, epi-absorbance fluorescence; metallo-beta-lactamase IMP-1 (Pseudomonas aeruginosa); hit rate 0.45% among 290,000;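 active = inhibition above the mean plus 3 SD of all compounds in the same screening run, cut at about 4.5% in these data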;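 also: 0% = IMP-1 with DMSO and 100% = DMSO wells lacking enzyme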
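System: purified recombinant IMP-1 beta-lactamase. Medium: Zinc- and detergent-supplemented HEPES buffer, pH 7.1. Compound: one 5.6 µM dose […]. Schedule: 15 min preincubation plus 25 min reaction at 25 °C. Technique: Epi-absorbance fluorescence, 480 nm excitation, 530 nm emission.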
An asterisk follows results filed as active; x = not tested or not shown; & = joins results of further samples; [ ] = remark or other dose. Compounds as they come. Share with any hit: about 4.7%.

SMILES	VIM-2 inhibitor	UBC9 SUMO inh	DNA FID counter	PfM18AAP inh	NALP1 yeast inh	MEKK2 WT-MEK5	HCV NS3 hel inh	MEKK2 mut-MEK5	IMP-1 inh
Nc1c(C(=O)N/N=C/c2ccc(Cl)cc2)cnn1-c1ccccc1	-0.2	13	-4	0	x	98	-17	-17	-0.9
CCc1ccccc1NC(=O)CCOc1ccccc1	-1.8	8	-9	-1	4	100	-2	-1	-1.5
COc1ccc(-c2nnc3sc(-c4ccco4)nn23)cc1OC	2.5	16	-11	-6	8	100	3	-2	-5.4
O=C(c1ccccc1S(=O)(=O)NCc1ccccc1)N1CCCCC1	x	0	x	x	-7	101	x	0	x
CSCCC(NS(=O)(=O)c1ccc(Cl)cc1)C(=O)OCC(=O)N1CCOCC1 (centres undefined)	1.1	x	-12	0	x	105	2	2	-1.9
Cc1nc(C)n(CC(C)C(=O)N2CCN(S(=O)(=O)c3ccccc3)CC2)n1 (centres undefined)	-0.1	15	-4	-6	14	99	19	-4	-0.3
CCc1ccc(-c2cn(C3CCCCC3)c(=S)[nH]2)cc1	-4.0	3	-24	-3	0	103	11	1	-3.7
CCNC(=O)C1CCN(S(=O)(=O)c2ccc(F)cc2)CC1	-2.5	0	-6	-3	11	102	4	1	-3.2
Cc1ccc(C(=O)N/N=C/c2ccc(-c3ccccc3[N+](=O)[O-])o2)cn1	-1.2	-5	4	10	0	94	4	3	-1.4
COc1cc2[nH]c(=O)n(CCC(=O)NCCCN3CCN(c4ccccc4F)CC3)c(=O)c2cc1OC	0.5	10	-8	2	7	110	-5	1	-2.5
CC1=C(C)CC2C(=O)N(Cc3ccccc3)C(=O)C2C1 (centres undefined)	-1.1	26	-10	3	4	105	16	8	-3.4
CCC(C(=O)NC(C)(C)C)N(Cc1ccc(F)cc1)C(=O)c1snc(C(N)=O)c1N (centres undefined)	1.2	10	-31	1	20	99	5	0	3.0
CCC(=O)Nc1nc2ccccc2n1Cc1ccc(C)cc1	0.4	22	-5	3	4	100	-2	2	-1.2
CN1C(=O)[C@@H]2[C@@H]3C[C@@H]([C@H]4ON=C(c5ccc(Cl)cc5Cl)[C@@H]34)[C@@H]2C1=O	1.1	18	-4	-10	10	115	1	16	-3.7
Cc1ccc2c(c1)N(Cc1ccc([N+](=O)[O-])cc1)C=NS2(=O)=O	-0.9	4	2	-2	-3	102	-2	4	-0.9
O=C(NCc1ccccn1)C(=O)NN=C1CCCCCCC1	1.1	20	-9	12	14	84	3	-8	-1.1
CC(=O)c1cccc(S(=O)(=O)N2CCCC(c3nc4c(nnn4Cc4cccc(Cl)c4)c(=O)[nH]3)C2)c1 (centres undefined)	-2.9	12	-35	-6	7	93	14	2	-2.5
CCc1cc2c(=O)c(-c3nc4ccccc4n3C)c(C)oc2c(CN(CC)CC)c1O	0.4	30	-1	1	-2	108	10	8	-3.6
Cc1nn(-c2ccccc2)c2c1C(O)CC(C)(C)C2 (centres undefined)	0.7	3	-11	-10	6	108	11	2	-3.0
Cn1c(CNc2ccc(F)cc2)nnc1SCC(=O)NNC(=O)Cc1ccccc1	-1.0	23	0	5	10	79	5	1	-1.5
CC(C(=O)NC1CCCCCC1)c1ccc([N+](=O)[O-])cc1 (centres undefined)	-1.5	1	-6	-2	19	106	5	3	0.4
COc1ccc(Cc2nnc(NCCO)[nH]c2=O)cc1	-2.4	x	1	0	2	102	6	0	-1.4
CCOc1ccc(C(=O)Nc2nncs2)cc1OCC	-0.7	0	-2	7	29	105	0	5	-1.7
COC(=O)Nc1ccc2c(c1)N(C(=O)CCN1CCN3CCCC3C1)c1ccccc1CC2 (centres undefined)	-1.7&-1.5	14&3	8&13	4&-2	9&20	108	-5&-13	1	-2.2&-1.6
COC(=O)c1ccc(Oc2ccc(S(=O)(=O)N3CCCCC3)cc2N)cc1	-2.7	9	-25	-2	56*	105	-1	7	-1.6

Compound profiles, from the list above.
`COc1ccc(-c2nnc3sc(-c4ccco4)nn23)cc1OC` is entered as VIM-2 inhibitor = 2.5; UBC9 SUMO inh = 16; DNA FID counter = -11; PfM18AAP inh = -6; NALP1 yeast inh = 8; MEKK2 WT-MEK5 = 100; HCV NS3 hel inh = 3; MEKK2 mut-MEK5 = -2; IMP-1 inh = -5.4
`Cc1ccc2c(c1)N(Cc1ccc([N+](=O)[O-])cc1)C=NS2(=O)=O` is entered as VIM-2 inhibitor = -0.9; UBC9 SUMO inh = 4; DNA FID counter = 2; PfM18AAP inh = -2; NALP1 yeast inh = -3; MEKK2 WT-MEK5 = 102; HCV NS3 hel inh = -2; MEKK2 mut-MEK5 = 4; IMP-1 inh = -0.9

Next section:
SMILES	VIM-2 inhibitor	UBC9 SUMO inh	DNA FID counter	PfM18AAP inh	NALP1 yeast inh	MEKK2 WT-MEK5	HCV NS3 hel inh	MEKK2 mut-MEK5	IMP-1 inh
CC1CCCCN1CCNC(=O)C1CCN(S(=O)(=O)c2cccc3cccnc23)CC1 (centres undefined)	-3.4	3	2	-4	24	124	-8	-4	-1.3
CCOC(=O)C1CCN(CC(O)COc2ccc(C(C)(C)CC)cc2)CC1 (centres undefined)	0.9	0	26	-14	19	0.0*[inhibitor]	-38	-21	-0.2
CCc1ccccc1NC(=O)c1ccc(S(=O)(=O)NCC2CCCO2)cc1 (centres undefined)	-1.6	8	-15	0	13	93	9	-2	-2.0
COc1ccc2ccccc2c1CN(C)Cc1ccccc1	-0.6	-2	9	0	18	105	35	2	-5.1
O=C(Nc1cccc(Cl)c1Cl)c1ccccc1OCC(=O)N1CCOCC1	2.4	-6	-19	-3	2	105	2	4	-2.7
Cc1ccc(NC(=O)CCc2c(C)[nH]c(=O)c(C#N)c2C)cc1	-2.3	8	-9	4	31	105	-1	10	-1.3
CCOc1cc(C(N)=O)cc(OCC)c1OCC	0.8	15	-1	-8	-1	111	-3	5	-2.1
Cc1ccc2c(c1)[C@@H]1CN(C)CC[C@@H]1N2S(=O)(=O)c1ccc([N+](=O)[O-])cc1	-3.0	14	22	0	-8	108	-16	-1	-1.8
O=C(NNc1nc2cc3c(cc2s1)OCCO3)c1ccccc1	-4.5	-4	-6	54*	9	94	5	-8	-2.5
O=C(c1cccc(F)c1)N1C2C=CC(C2)C1(C(F)(F)F)C(F)(F)F (centres undefined)	-3.5	21	6	3	4	101	3	0	-5.0
O=C(COc1ccc(Cl)cc1Cl)NN=C1CCCCC1	-1.6	3	-5	-3	32	94	0	-2	-2.0
O=C(/C=C/c1ccccc1)NC(NC(=S)Nc1ccc(C(=O)O)cc1)C(Cl)(Cl)Cl (centres undefined)	-0.4	23	-24	13	28	91	20	6	-1.2
COc1cc(C)c(S(=O)(=O)N2CCCC2)cc1C(C)C	-1.4	-4	-16	-4	6	98	0	8	-1.8
Cc1noc(C)c1C(=O)N(CC(C)C)c1nc2ccccc2s1	0.9	-3	-32	-4	15	107	-7	4	1.2
Cc1ccc(COC(=O)c2nn(C)c(=O)c3ccccc23)cc1	0.4	-14	4	-5	0	102	0	2	-1.7
C=CCC(CC)C(=O)NC(=O)N1CCCc2ccccc21 (centres undefined)	-1.1	8	-3	0	16	85	1	8	-2.0
Cn1c(=O)oc2cc(S(=O)(=O)N3CCc4ccccc4C3)ccc21	x	0	x	x	11	106	x	5	x
O=c1[nH]nc(SCCS(=O)(=O)c2ccc(F)cc2)n1-c1ccc2c(c1)OCCO2	-0.3	5	-26	5	21	84	19	-30	0.5
CC(C)Cc1ccc(CN2CCCC(NC(=O)c3cnc4ccccn4c3=O)C2)cc1 (centres undefined)	4.1	-2	-9	-1	9	114	-14	5	-1.8
COC(=O)c1c(NC(=O)c2ccc(C)c(S(=O)(=O)Nc3ccccc3C)c2)sc2c1CCCC2	1.4	11	2	-13	x	101	6	3	-0.3
COc1ccc(CNC(=O)C/C(C)=N/NC(=O)C23CC4CC(CC(C4)C2)C3)cc1	-3.7	9	-8	-1	7	89	10	-11	-2.6
CCN(CC)CCNC(=O)c1ccc(NC(=O)Cc2ccsc2)cc1	-1.8	6	8	-5	2	105	4	17	-1.1
COc1ccc(C2c3c(ncn(Cc4ccco4)c3=N)Oc3ccc4ccccc4c32)cc1 (centres undefined)	-1.5	-4	-17	8	27	185*	20	56*	-4.5
O=C(c1cn(-c2ccccc2)nc1-c1cccs1)N1CCN(c2ccc(F)cc2)CC1	-0.4	-12	-26	4	-6	103	-15	10	-2.5
O=C(CN1CCCCC1)Nc1ccccc1Oc1ccccc1	-0.9	6	-1	-6	18	69	-4	-40	1.1

(more compounds)
SMILES	VIM-2 inhibitor	UBC9 SUMO inh	DNA FID counter	PfM18AAP inh	NALP1 yeast inh	MEKK2 WT-MEK5	HCV NS3 hel inh	MEKK2 mut-MEK5	IMP-1 inh
Cc1ccccc1NC(=O)NCCCN1CCN(c2ccccc2)CC1	-1.8	14	16	2	7	109	-4	4	-4.8
COC(=O)c1ccc(N2CCN(C)CC2)c(NC(=O)COc2ccc(C)cc2)c1	1.2	24	2	3	14	105	-12	2	-2.3
CCc1ccccc1N(CC(=O)NC1CCCCC1)C(=O)CCCC(=O)Nc1ccccn1	-1.4	-7	-39	-2	2	95	4	-2	-2.1
COc1cc(/C=C(\C#N)C(=O)Nc2cccnc2)ccc1OC(C)C	-3.0	2	-2	3	-20	102	1	16	-3.4
Cc1ccc(C(=O)NC(=S)/C=C2\N(C)c3ccccc3C2(C)C)cc1	-0.8	-1	-4	6	30	97	-5	0	-2.4
O=C(Nc1ccc(Cl)cc1)N(Cc1cccs1)Cc1cccs1	-1.8	-17	-7	2	10	105	-1	5	-3.6
O=C(CN1CCOCC1)Nc1ccccc1Sc1ccccc1	-3.6	-8	-30	-1	27	94	-15	-4	-0.9
O=C(N/N=C/c1cccs1)C1CC(=O)N(c2ccccc2)C1 (centres undefined)	-2.7	2	-3	7	4	86	3	4	-2.1
Cc1ccc(N2C(=O)CCC(C(=O)O)C2c2cccs2)cc1 (centres undefined)	0.9	19	2	-10	21	97	1	-3	0.1
COc1cccc(C2CC(=O)Nc3n[nH]c(-c4ccccc4)c32)c1OC (centres undefined)	-2.2	19	-20	2	x	105	5	-1	-3.2
CC(C)OC(=O)CSc1ncnc2c1cnn2Cc1ccccc1	-0.3	2	-12	0	11	100	-1	-2	-1.6
Cc1cccc(-c2noc(CCCC(=O)N3CCOCC3)n2)c1	-3.5	0	-14	2	4	108	5	7	-1.5
COc1ccc(NC(=O)c2ccccc2C)c(OC)c1	0.2	27	-2	-4	28	105	-3	9	0.2
CCC(=O)N1CCN=C1SCc1cccc(C(F)(F)F)c1	-1.1	3	-28	-5	16	108	-2	-2	-0.8
COc1ccc(NC(=O)CSc2nc(SC)ns2)cc1	-5.5	2	-5	0	-6	98	9	-1	-2.9
